Source: PubChem (several laboratories)
P. falciparum M1AAP = P. falciparum M1AAP inhibitors, biochemical, fluorogenic H-Leu-NHMec substrate, 1536-well (AID 1445). recombinant M1AAP, H-Leu-NHMec fluorogenic kinetic assay; higher % means a stronger effect. inhibition, % at 30 µM; hits with a dose series show IC50 in µM. 0.42% of 220,000 active;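 active = primary inhibition above the hit cutoff, then over 50% inhibition at one or more dose response concentrations, cut at about 23% in these data, passing the limit was not always enough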;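 note: plate controls were DMSO full reaction for no effect and no enzyme background for full effect; strong numbers were not always called active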
K1F lysis inhibition = protection from phage-mediated lysis, alamar blue read-out – E. coli UTI89, K1F phage, bacterial capsule biogenesis inhibitors (AID 488966) | E. coli UTI89 K1F phage lysis, alamar blue, 2 h; higher % means a stronger effect | one-dose inhibition, % at 100 µM; IC50 in µM for titrated hits | 0.02% of 340,000 active;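 active = phage lysis inhibition, versus mean bacterial control, above a set limit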;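 note: capsule biogenesis inhibitors block K1F phage lysis so surviving cells raise fluorescence; higher fluorescence means more inhibition of phage lysis; actives were called in the ten point dose series up to 300 µM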
Dynein cargo inh = blocks dynein driven cargo transport along microtubules. 3617.4 mouse cells, GR-EGFP nuclear translocation imaging; test concentration mostly 20 µM; stimulated with dexamethasone, 1 µM; stronger effect = lower value. z-score, hits read low. 0.47% of 220,000 active. AID 1381;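 active = plate z-score of nuclear minus cytoplasmic receptor signal below a set negative limit, without overly bright fluorescence or cell loss, cut at about -3.5 in these data, passing the limit was not always enough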;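 note: z-score of nuclear minus cytoplasmic ring GR-EGFP intensity difference per well; some compounds called inactive have numbers as strong as hits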
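Also added: dexamethasone, 1.0 µM final. Medium: tet-free, stripped-serum medium. Detection: fixed, Hoechst-stained cells imaged at 10x for EGFP. Read-out: nuclear-to-cytoplasmic GR-EGFP distribution per well. Times: induction 48 h, compound 1 h, agonist 30 min.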
Autophagy mod = autophagy modulation, high-content screen. AID 463193. MEF GFP-LC3 puncta imaging; test concentration mostly 10 µM. 0.98% of 190,000 active. calls only at 10 µM (by protocol);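 active = percentage of spot-positive cells more than 3 SD above its plate mean, without a fluorescence outlier flag or 80% toxicity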;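 note: spot-positive cell cutoff set from DMSO-treated cells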
ER stress rescue = rescue of cells from ER stress-induced death, primary screen, 384-well, CSM14.1, thapsigargin, ATP luminescence (AID 1222); 190,000 tested, under 10 active; cellular ATP content (survival), % at 20 µM; hits with a dose series show EC50 in µM; CSM14.1 thapsigargin-induced death rescue, ATP luminescence; higher % means a stronger effect;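 active = EC50 below 50 µM in the dose-response confirmation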;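 note: death triggered by thapsigargin at about 15 µM added after 2 h compound pretreatment; cell ATP read after overnight thapsigargin exposure of roughly 18 to 22 hours; normalized against plate controls of thapsigargin alone and 5% DMSO vehicle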
b-catenin transl = modulators of beta-catenin nuclear translocation | HeLa beta-catenin nuclear translocation, immunofluorescence imaging | nuclear translocation activity, % at 5 µM | 0.3% of 190,000 active;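 active = nuclear translocation activity above 50% at 5 µM, with a well cell count of 50 or more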;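 note: per-cell ratio of nuclear to cytoplasmic median beta-catenin stain intensity; plate controls were DMSO negative control for no effect and GSK-3 inhibitor IX positive control for full effect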
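Assay system: human HeLa cells, native beta-catenin; doses: 5 µM primary, 0.02–20 µM confirmation; incubation: compound treatment 24 h, 37°C, 5% CO2; technique: fluorescence imaging of beta-catenin antibody stain plus DAPI; measure: % activation, nuclear-to-cytoplasmic median beta-catenin signal ratio per cell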
M17LAP inhibition = P. falciparum M17LAP inhibitors, primary screen, biochemical, fluorogenic H-Leu-NHMec substrate, 1536-well (AID 1619); recombinant M17LAP, H-Leu-NHMec fluorogenic kinetic assay; higher % means a stronger effect; inhibition, % at 30 µM; hits with a dose series show IC50 in µM; 0.38% of 220,000 active;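 active = compound inhibiting the enzyme by more than half at any dose during confirmatory dose-response retesting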;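 note: plate controls were full reaction with DMSO carrier for no effect and no enzyme background for full effect; strong numbers were not always called active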
MT stabilize HCS = microtubule stabilizers in HeLa cells; HeLa tubulin immunostaining HCS, 24 h; share of cells brighter than vehicle mean+2SD; % tubulin-high responders, % at 10 µM; 0.83% of 200,000 active; AID 2205;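 active = plate Z-score above 3 for both tubulin-high and condensed-nucleus cell shares, with cell loss under 80%, at 10 µM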;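 note: anti alpha tubulin signal scored within the nucleus-defined area of each cell; some results filed as inactive read as strong as hits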
Insulin prom up = MIN6 insulin promoter up-regulation | MIN6 insulin promoter-GFP reporter, high-content imaging; stronger effect = higher value | z-score at 5 µM | 0.3% of 190,000 active | AID 1625;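 active = z-score above 3 at 5 µM with at least 500 cells counted in the well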
Dynein cargo inh cytoplasmic EGFP = second read-out of Dynein cargo inh, no call of its own (marks repeat the call); z-score; measured here: cytoplasmic GR-EGFP intensity; stronger effect = higher value
Dynein cargo inh nuclear GR-EGFP = further read-out of Dynein cargo inh, marked with its call; z-score; measured here: nuclear GR-EGFP intensity;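 lower value marks the stronger effect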
Dynein cargo inh cell count = recorded beside Dynein cargo inh, whose call it bears; z-score; measured here: cell count per field
Insulin prom up cell count = recorded beside Insulin prom up, whose call it bears; cell count; measured here: cytotoxicity, nuclei count;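 total cells summed across four imaged fields per well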
b-catenin transl cell count 5 µM = recorded beside b-catenin transl, whose call it bears; cell count; measured here: cell count, cytotoxicity flag
MT stabilize HCS Hoechst-high % = recorded beside MT stabilize HCS, whose call it bears; % Hoechst-high responders; measured here: nuclear condensation Hoechst responders;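 share of cells brighter than vehicle mean plus two SD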
MT stabilize HCS cytotoxicity % = also measured in MT stabilize HCS; calls as there; toxicity, %; measured here: cytotoxicity by cell density;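 0% = mean cell density of plate MIN control wells and 100% = no cells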
Autophagy mod cell loss 18 h = further read-out of Autophagy mod, marked with its call; toxicity, %; measured here: cell loss, nuclei count;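 cell loss after 18 h compound exposure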
The depositor's hits bear a star; i = inactive; / = no result given. Compounds as they come; 2.9% or so of the library scored in one or more.

cpd	structure	Insulin prom up cell count	M17LAP inhibition	K1F lysis inhibition	Dynein cargo inh cell count	ER stress rescue	Autophagy mod	Autophagy mod cell loss 18 h	Dynein cargo inh	Dynein cargo inh nuclear GR-EGFP	MT stabilize HCS cytotoxicity %	Insulin prom up	Dynein cargo inh cytoplasmic EGFP	b-catenin transl	P. falciparum M1AAP	MT stabilize HCS	b-catenin transl cell count 5 µM	MT stabilize HCS Hoechst-high %
1	O=C(NCc1ccc(Cl)cc1)C(=O)N/N=C/c1ccc(Br)cc1	1584	-6%	0.1%	0.65	-0.4%	i	7	-0.41	-0.55	13	0.31	0.024	1.9	6%	2.4	829	2.7
2	CCN(C(=O)COC(=O)c1cc([N+](=O)[O-])ccc1N1CCCCC1)C1CCS(=O)(=O)C1 (stereo unspecified)	1272	10%	0.8%	0.5	-1.0%	i	-1	-1.6	-0.6	11	-0.1	0.84	0.2	5%	5.3	1052	2.0
3	O=S(=O)(NCc1cc(-c2ccc(Cl)cc2)no1)c1ccccc1	/	6%	1.2%	0.37	-0.7%	i	-7	-0.042	-0.51	6.4	/	-0.21	/	4%	1.6	/	1.3
4	COCCNC(=O)CSc1nc2nc(C)cc(C)n2n1	1534	-9%	0.2%	0.22	-1.3%	i	-13	-0.4	-0.027	11	1.5	-0.19	-0.3	2%	2.2	1348	1.7
5	CCOC(=O)C1=C(C)N(CCCCCC(=O)O)C(=O)NC1c1ccccc1OC(=O)c1cccs1 (stereo unspecified)	1231	-3%	/	0.3	-5.1%	i	-50	0.037	0.32	4.8	-0.71	-0.27	/	5%	3.7	/	3.6
6	CC(=O)Nc1ccc(C(=O)Nc2ccc(S(=O)(=O)NCC3CCCO3)cc2)cc1 (stereo unspecified)	1240	8%	0.4%	0.31	2.8%	i	-3	-0.49	-0.15	6.4	-0.36	-0.2	-8.0	1%	2.3	1036	1.6
7	N/C(=N\OC(=O)c1ccc(F)cc1)c1ccc(Br)cc1	1419	-8%	0.1%	0.57	-0.7%	i	21	-0.74	-0.32	5.2	-0.74	0.16	2.1	-1%	3.7	823	1.7
8	O=C(CSc1nnc(CNC(=O)c2cccs2)o1)NCC1CCCO1 (stereo unspecified)	1166	-8%	0.0%	-2	1.3%	i	0	2	1.7	7.8	0.23	-0.26	0.1	-4%	3.6	1102	3.1
9	Cc1cccc(NC(=O)CN(c2ccc(C(C)C)cc2)S(=O)(=O)c2c(C)nn(C)c2C)n1	947	10%	-1.0%	0.037	3.8%	i	10	0.49	0.33	8.1	-1.1	-0.23	/	3%	3.5	/	1.6
10	CC(=O)Oc1cccc2c1C(=O)c1c(OC(C)=O)cc(C(=O)O)cc1C2=O	/	10%	-2.7%	-0.4	-2.2%	i	19	1.4	0.94	6.0	/	-0.2	4.4	11%	3.7	508	2.4
11	CCOC(=O)C1=NNC(C(=O)c2ccccc2)C1c1ccc(C)cc1 (stereo unspecified)	1400	-1%	-0.3%	1.5	/	/	/	-1.6	-0.81	/	-0.39	-0.23	-3.5	0%	/	1132	/
12	Cc1cccc(OCc2nc(-c3nonc3N)no2)c1C	1179	-1%	0.4%	-2.7	-2.8%	i	7	0.46	0.9	9.9	1	0.051	1.4	-3%	4.1	911	2.6
13	N#Cc1cc(N)ccc1-n1cccc1	1469	-3%	1.6%	-1.7	/	/	/	1.2	0.61	/	0.27	-0.2	-1.5	8%	/	1073	/
14	Cc1ccc(N2C(SCC(=O)O)=NC(=Nc3cccc(C)c3)C23CCCC3)cc1	1286	-1%	-1.2%	0.35	-13%	i	-1	-2.7	-1.3	6.5	-0.37	0.17	-1.3	3%	2.7	1115	2.8
15	CC(=O)c1cc2c(cc1NC(=O)c1cccc(S(=O)(=O)N3CCN(C)CC3)c1)OCO2	1580	3%	0.3%	0.81	-1.9%	i	6	-0.068	0.48	3.5	-0.44	-0.31	-4.7	6%	4.2	1110	1.8
16	CCn1c(C)nc2cc(C(=O)N/N=C/c3cccc(O)c3O)ccc21	1422	0%	2.3%	-0.56	1.8%	i	-1	0.11	0.27	1.5	-0.75	-0.16	4.2	29%	1.7	1040	1.7
17	CCOC(=O)N1CCN(C(=O)c2cn(CC)c3cc(N4CCN(C)CC4)c(F)cc3c2=O)CC1	1109	12%	/	-0.2	4.9%	i	25	0.85	1	8.1	0.46	-0.19	-1.4	1%	4.8	1195	2.6
18	Nn1c(SCc2nc3ccccc3[nH]2)nnc1C1CCCCC1	960	3%	-0.1%	-0.24	-1.6%	i	-14	0.16	0.45	13	0.03	-0.2	-0.9	-12%	2.8	1214	2.1
19	COC(=O)c1cc(Br)c(=O)n(-c2cc(C)on2)c1	1062	7%	0.2%	-0.43	3.5%	i	-6	0.61	0.55	2.8	-0.22	-0.19	-7.7	3%	3.8	999	1.8
20	COCC1CCCN(Cc2cn(-c3ccccc3)nc2-c2ccc3c(c2)OCO3)C1 (stereo unspecified)	1492	2%	0.8%	0.81	-2.8%	i	-11	0.12	0.1	6.8	0.31	-0.31	-0.9	-1%	2.2	940	2.1
21	CC(C)(C)C1=NN=C2c3ccccc3C(=O)C21 (stereo unspecified)	1445	19%	0.2%	-0.16	/	/	/	-0.44	-0.36	/	-0.66	-0.17	-2.9	8%	/	1041	/
22	Cc1cc(C(F)(F)F)n2nc(-c3cccs3)cc2n1	1366	4%	-0.5%	0.46	/	/	/	0.088	-0.24	/	0.64	-0.25	3.6	1%	/	1035	/
23	NC(=S)Nc1cccc(-c2n[nH]c(=S)o2)c1	1079	/	-0.1%	-1.7	/	/	/	0.97	1	/	-0.53	-0.19	1.0	/	/	1339	/
24	C=CCNc1nc(-c2ccc(Cl)cc2)cs1	1563	6%	0.1%	0.53	-0.5%	i	2	-0.16	-0.75	2.1	-0.42	-0.2	-0.2	11%	2.1	1343	1.2
25	C=CCN(c1ccccc1C(=O)O)S(=O)(=O)c1ccc(NC(=O)OC)cc1	1199	4%	0.2%	-0.051	/	/	/	-0.24	0.33	/	-0.8	-0.21	2.0	-2%	/	1200	/
26	Cc1ccc(-n2c(SCC(=O)NCc3ccc4c(c3)OCO4)nnc2-c2cccnc2)c(C)c1	926	10%	3.1%	1.1	-0.8%	i	-4	0.024	0.15	7.1	-2.3	-0.2	1.7	1%	2.5	1422	1.5
27	CCOc1ccc(NS(=O)(=O)c2ccc(OC)c(C)c2)cc1	895	-5%	4.0%	-2.1	-0.5%	i	-10	1.8	1.7	11	-0.05	0.24	/	2%	1.8	/	1.3
28	COc1cc(NS(=O)(=O)c2ccc(NC(=O)/C=C/c3ccc([N+](=O)[O-])cc3)cc2)ncn1	1219	-3%	0.0%	1.1	-1.0%	i	4	-0.87	-0.56	10	0	-0.32	-0.4	6%	4.4	1091	2.4
29	CCn1c(CNC(=O)c2cccc(C)c2)nc2ccccc21	1955	2%	-0.7%	-0.61	-2.4%	i	6	-0.75	-0.27	2.0	0.14	-0.14	0.1	-5%	3.3	1164	2.5
30	Cc1nn2c(-c3ccccc3)ccnc2c1-c1ccccc1	/	-9%	0.6%	-0.08	-1.0%	i	12	0.28	0.24	2.1	/	-0.27	/	4%	1.8	/	1.3
31	Cc1ccc(C)c(S(=O)(=O)N2CCCOC2CNC(=O)C(=O)NCCCn2ccnc2)c1 (stereo unspecified)	1440	3%	2.1%	0.53	0.9%	i	5	-0.47	-0.19	2.3	-0.2	-0.25	-1.6	-2%	4.9	550	2.4
32	O=C(COc1ccc(Cl)cc1Cl)N(Cc1ccco1)C1CCS(=O)(=O)C1 (stereo unspecified)	1299	-5%	2.1%	0.46	0.0%	i	-10	-0.63	-0.25	8.8	-0.64	-0.2	-5.1	11%	1.3	975	1.0
33	O=C(CSc1ccc2nnc(-c3ccncc3)n2n1)NCC1CCCO1 (stereo unspecified)	1319	13%	-1.8%	-1.1	0.9%	i	39	1.1	1	2.1	-0.23	-0.22	-0.4	5%	2.5	1066	0.9
34	CC(C)(CC(=O)O)CC(=O)N1CCCN(c2nc3ccc(Cl)cc3s2)CC1	1016	3%	0.2%	-0.34	/	/	/	0.12	0.52	/	0.52	-0.23	-0.5	8%	/	1339	/
35	O=C(COc1ccc(Cl)cc1)Nc1cnn(Cc2c(Cl)cccc2Cl)c1	1286	4%	0.6%	-2	-1.3%	i	19	1.8	0.58	5.9	-1.2	-0.17	-2.4	0%	4.6	1394	2.5
36	O=C(NCCc1cccs1)C1CC(c2cccc([N+](=O)[O-])c2)=NO1 (stereo unspecified)	1279	-64%	2.0%	1.9	-2.6%	i	-17	-0.85	0.053	4.2	-0.68	-0.23	-0.8	5%	4.4	1350	1.3
37	CC(C)Oc1cccc(C(=O)NC(=S)Nc2ccc3c4c(cccc24)CC3)c1	1440	-3%	1.7%	0.93	-2.7%	i	-6	-0.88	-0.63	8.1	0.02	-0.2	2.5	10%	0.9	1382	2.4
